# High-throughput results deposited in PubChem by National Center for Advancing Translational Sciences (NCATS).
# a7 integrin act: activates integrin-mediated alleviation for muscular dystrophy | alpha7betagal myoblasts, beta-gal FDG fluorescence, 48 h | Potency, µM (doses to about 38.3 µM), for inactives: at the highest dose activation, hits mostly activators | actives 0.064% (n = 350,000) | AID 624291;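 also: potency is read from the fitted curve at half-maximal effect; 100% = response of the positive control SU9516; nearly all actives have a fitted effect of over 60% in size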
#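 alpha7betagal+/- myoblasts (passage 13, 250/well) treated 48 h at 37C with compounds at 1:260 dilution of DMSO stock. Lysed, then beta-galactosidase activity read as FDG fluorescence (ex 480/em 540) after 30 min, with pre-read for autofluorescence.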
# TCR act: activators of T cell receptors | primary human leukocytes, anti-CD3, IL-2 HTRF, 48 h | Potency, µM (top dose mostly 9.22 µM), for the others: at the top dose activation of IL-2 secretion, actives largely listed as activators | 330,000 tested, under 10 active | AID 504894; also: % of control where 0% means no effect
#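 48 hr co-incubation of compounds, a-CD3 beads and primary human leukocytes; IL-2 quantified homogeneously by HTRF with anti-IL-2 K and d2 conjugates.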
# TSG101-PTAP inh: blocks PTAP/TSG101 interaction to inhibit HIV-1 budding. Q99816. Fluorescence polarization, FITC-PTAP peptide / Tsg101 binding. Potency, µM (titrated, usually from 115 µM), for the others: at the top dose activity change, negative = inhibition, usual class: inhibitors. 340,000 tested, under 10 active. AID 493005; active = well fitted inhibition curve with a large enough effect in the main read-out, with a control signal flat, not every such curve was filed as active; inconclusive = small, poorly fitted or top-dose-only effect, or effect the other way, or a change in a side signal; inactive = no such curve, though single readings can be large or run the other way; also: potency is read from the fitted curve at half-maximal effect; % of control where 0% means no effect
#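 FP read-out: FITC-PTAP peptide, 50 nM final, binding Tsg101 binding domain, 10 uM final; 20 min, r.t.; 10 mM HEPES pH 7.5, 0.15 M NaCl, 0.01% Tween 20, 3 mM EDTA, 0.1 mM TCEP.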
# MBNL1 CUG block: inhibitors of human MBNL1 binding to CUG repeat RNA. Q9NR56. TR-FRET MBNL1-His/biotin-(CUG)12 binding, 665/545 ratio. Potency, µM (titrated, usually from 57.5 µM), without a hit: top-dose activity change, negative = inhibition, hits mostly inhibitors. actives 0.036% (n = 280,000). AID 2675; active = well fitted inhibition curve with a large enough effect in the signal ratio, with a control signal flat, not every such curve was filed as active; inconclusive = small, poorly fitted or top-dose-only effect, or effect the other way, or a change in a side signal; inactive = no such curve, though single readings can be large or run the other way; the % refers to the signal ratio; also: potency is read from the fitted curve at half-maximal effect; % is scaled to controls: 0 for no effect and ±100 for the full control effect
# Target sequence (Q9NR56 whole entry, looked up): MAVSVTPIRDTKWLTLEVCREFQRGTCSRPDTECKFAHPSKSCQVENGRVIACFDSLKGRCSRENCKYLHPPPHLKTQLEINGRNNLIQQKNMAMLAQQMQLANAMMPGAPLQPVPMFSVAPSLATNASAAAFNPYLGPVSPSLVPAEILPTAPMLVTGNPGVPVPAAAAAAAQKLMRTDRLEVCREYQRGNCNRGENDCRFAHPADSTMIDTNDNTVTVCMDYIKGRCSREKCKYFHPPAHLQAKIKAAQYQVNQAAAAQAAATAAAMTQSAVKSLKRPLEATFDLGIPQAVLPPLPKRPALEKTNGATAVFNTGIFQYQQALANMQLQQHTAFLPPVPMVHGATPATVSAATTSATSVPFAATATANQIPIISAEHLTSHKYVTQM
#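 Compound titration spanned 92 nM–58 uM against the MBNL1-His/biotin-(CUG)12 complex. After 60 min at room temperature with 5 nM streptavidin-XL665 and 0.055 ng/ul terbium anti-His, ratiometric 665/545 nm emission (Ex 340 nm) normalized to controls.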
# AT treatment: potential ataxia-telangiectasia treatment; […] A-T fibroblasts, KAP-1 phosphorylation AlphaLISA; neocarzinostatin DNA damage 30 min before lysis; Potency, µM (doses to about 57.5 µM), for the others: at the top dose activation, most hits filed as activators; actives 0.19% (n = 320,000); also: potency is read from the fitted curve at half-maximal effect; % of control where 0% means no effect; nearly all actives have a fitted effect of over 45% in size
#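 ATM-like activity read as KAP-1 phosphorylation via AlphaLISA donor/acceptor antibody pairs after lysis and 6 hr at 25C. Cells were ATM-null patient fibroblasts ([…], hTERT), dosed 60 min, then exposed to the DSB inducer NCS for 30 min.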
# Menin MLL FP TR: inhibitors of human menin-MLL interaction, mutant MLL peptide; AID 1768; Potency, µM (series often up to 61.6 µM), for the others: at the highest dose FP activity change, negative = inhibition, actives largely listed as inhibitors; Menin + Texas Red MLL mutant peptide, fluorescence polarization; O00255; actives 0.23% (n = 270,000); active = well fitted inhibition curve with a large enough effect in the polarisation, with a control signal flat, not every such curve was filed as active; inconclusive = small, poorly fitted or top-dose-only effect, or effect the other way, or a change in a side signal; inactive = no such curve, though single readings can be large or run the other way; the % refers to the polarisation; also: potency is read from the fitted curve at half-maximal effect; % of control where 0% means no effect; many of its hits are not listed in these tables
# TSHR antag: antagonists of human thyroid stimulating hormone receptor. activity change, negative = inhibition, % at 11.5 µM. TSHR-expressing cells, TSH-stimulated cAMP HTRF, 2 h; hits give low values. actives 0.2% (n = 330,000). P16473;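 active = activity change below a set negative limit, meaning inhibition stronger than a set level, cut at about -70% in these data; inconclusive = activity change between two set negative limits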; also: % is scaled to controls: 0 for no effect and ±100 for the full control effect
#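 Inhibition of cAMP made by TSHR-expressing cells under TSH stimulation (4nM final, EC80; 2 h, 37 deg C) is quantified with a one-step lysis HTRF kit, anti-cAMP cryptate versus cAMP-d2.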
# Mito fusion yeast: blocks mitochondrial division or promotes mitochondrial fusion; actives 0.23% (n = 320,000); Potency, µM (series often up to 46.1 µM), inactives show at the top dose growth rescue (activation), usual class: activators; S. cerevisiae fusion-defective mutant growth rescue, CellTiterGlo 48 h;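 also: potency is read from the fitted curve at half-maximal effect; % of control where 0% means no effect; nearly all actives have a fitted effect of over 45% in size; temperature-sensitive fusion mutants such as fzo1-1 at 37 °C on non-fermentable ethanol glycerol medium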
#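 Luminescent cell viability in 1536-well qHTS format served as the measure of rescued growth in ts fusion-mutant S. cerevisiae cultured on non-fermentable YPEG for 48 hours at 37C.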
# S-ASM inh: blocks human secretory acid sphingomyelinase; P17405; placental ASM, HMU-PC fluorogenic substrate, 60 min; Potency, µM (series often up to 57.5 µM), for inactives: at the highest dose activity change, negative = inhibition, most hits filed as inhibitors; actives 0.006% (n = 340,000); also: potency is read from the fitted curve at half-maximal effect
# Target sequence (P17405 47-631 limits assumed): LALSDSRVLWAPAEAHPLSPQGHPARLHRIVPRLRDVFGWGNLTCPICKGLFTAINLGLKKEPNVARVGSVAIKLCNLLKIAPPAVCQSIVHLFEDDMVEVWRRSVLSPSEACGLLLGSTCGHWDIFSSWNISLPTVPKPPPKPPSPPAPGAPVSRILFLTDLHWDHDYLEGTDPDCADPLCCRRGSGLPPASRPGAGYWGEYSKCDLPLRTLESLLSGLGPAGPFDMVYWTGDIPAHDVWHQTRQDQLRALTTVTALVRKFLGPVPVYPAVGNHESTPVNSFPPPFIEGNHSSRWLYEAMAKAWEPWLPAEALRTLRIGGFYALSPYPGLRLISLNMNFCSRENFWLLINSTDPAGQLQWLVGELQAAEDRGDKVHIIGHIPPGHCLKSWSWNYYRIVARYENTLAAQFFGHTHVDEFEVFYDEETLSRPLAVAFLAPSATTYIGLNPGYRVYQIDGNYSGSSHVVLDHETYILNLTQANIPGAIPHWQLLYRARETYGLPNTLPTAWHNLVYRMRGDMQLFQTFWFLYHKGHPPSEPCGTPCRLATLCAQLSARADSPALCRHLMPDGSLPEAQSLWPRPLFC
#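 Steps: dispense placental human ASM, pin compound, wait 10 min at room temperature, add HMU-PC0 substrate at 9 uM final, incubate 60 min at 37 °C, add stop solution raising pH to 10, read fluorescence.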
# MLL CXXC-DNA inh: inhibitors of human MLL CXXC domain-DNA interaction; Q03164; MLL-CXXC / FITC-HOXA9 DNA fluorescence polarization; Potency, µM (series often up to 115 µM), for the others: top-dose activity change, negative = inhibition, hits mostly inhibitors; actives 0.037% (n = 290,000); active = well fitted inhibition curve with a large enough effect in the polarisation, with a control signal flat, not every such curve was filed as active; inconclusive = small, poorly fitted or top-dose-only effect, or effect the other way, or a change in a side signal; inactive = no such curve, though single readings can be large or run the other way; the % refers to the polarisation; also: potency is read from the fitted curve at half-maximal effect
#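 Fluorescence polarization: 7 uM MLL-CXXC (stock) preincubated 5 min with compounds, then 50 nM fluorescein-HOX-A9 DNA (stock) added; 30 min ambient. Buffer 50 mM Tris-HCl pH 7.5, 50 mM NaCl, 1 mM DTT, 0.05% BSA.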
# The depositor's hits bear a star; ? = inconclusive; / = no result given; & = joins results of further samples; [ ] = dose if it differs, or a comment. Unless noted, calls follow the shape of the dose curve; as a rule, active = well fitted curve in the direction sought with a large enough effect; inconclusive = small, poorly fitted or top-dose-only effect, or another doubt; inactive = no such curve, though single readings can be large; an effect the other way counts as inactive or inconclusive.
SMILES,a7 integrin act,TCR act,TSG101-PTAP inh,MBNL1 CUG block,AT treatment,Menin MLL FP TR,TSHR antag,Mito fusion yeast,S-ASM inh,MLL CXXC-DNA inh
COc1ccc(NC(=O)CSc2nc3sc(C)cc3c(=O)n2C)c(OC)c1,0%,7%,-6%,-3%,-4%,/,0,1%,-8%,-8%
C=CCN1C(=O)/C(=C/c2ccc(N(C)C)cc2)S/C1=N\c1nnc(CC)s1,/,/,/,-3%,0%,/,0,-5%,/,?
COc1cccc(/C=N/Nc2ncnc3scc(-c4ccccc4)c23)c1OC,-54%[inhibitor],/,-10%,18%,9%,18%,0,8%,?,-10%
COCCn1cnnc1SCC(=O)Nc1ccc(Br)cc1F,0%,1%,-3%,-7%,-3%,5%,1,-2%,-6%,-1%
FC(F)(F)c1nnc(Nc2ccc(Cl)cc2)s1,-50%[inhibitor],-1%,-2%,-4%,-2%,/,-9,7%,4%,-1%
Cc1ccc(C(=O)NCCCN2CCOCC2)cc1Cl,-62%[inhibitor],2%,-7%,-1%,10%,3%,0,-10%,1%,-4%
Cn1nc(-c2ccc(C(=O)NCC3CCCO3)cc2)c2ccccc2c1=O (stereo not drawn),-36%,-4%,0%,3%,?,-4%,29,-2%,0%,9%
CSc1nccc(NC(=O)c2ccc(C(C)(C)C)cc2)n1,-57%[inhibitor],10%,-2%,-7%,3%,-7%,-27,-98%[inhibitor],-1%,14%
C#CCOCCOCCOCCNc1nc(N2CCOCC2)nc(N2CCN(C(=O)[C@H](CCC(=O)O)n3cc(C(N)Cc4ccc(O)cc4)nn3)CC2)n1 (stereo partly drawn),-1%,2%,-4%,1%,5%,-17%,6,0%,0%,-20%
C=CCn1c(Cc2csc(N)n2)nnc1SCc1ccc(C(=O)OC)cc1,7%,3%,-9%,0%,6%,-1%,0,0%,-2%,-1%
Cc1ccc(N(C(=O)Cc2cccs2)C(C(=O)NC2CCCCC2)c2ccccn2)cc1C (stereo not drawn),-2%,3%[46.1 µM],1%,-2%,3%,?,2,14%,1%,15%
CCOc1ccc(OCC)c(NC(=O)C2COc3ccccc3O2)c1 (stereo not drawn),-41%,1%,-2%,-11%,9%,8%,1,1%,-6%,2%
Cc1noc(C)c1CSc1nnc2scc(-c3ccc(Cl)cc3)n12,-29%[7.66 µM],/,-8%,-3%,/,-11%,/,2%,0%,1%
COc1ccc(NC(=O)Cn2c(=O)n(CCC(=O)NCC3CCCO3)c(=O)c3cc(OC)c(OC)cc32)cc1 (stereo not drawn),-11%,-1%,-4%,5%,1%,1%,-5,-10%,0%,1%
CCOc1ccc(C(Nc2ccc(C)cc2)P2(=O)OCCCO2)cc1 (stereo not drawn),8%,1%,-2%,0%,/,-2%,11,-4%,-4%,-4%
Cc1c(NC(=O)C(C)OC(=O)CNC(=O)c2ccc(C(C)(C)C)cc2)c(=O)n(-c2ccccc2)n1C (stereo not drawn),16%,3%,-8%,3%,-2%,-18%,2,2%,4%,-6%
CC(C)(C)C(=O)NNC(=O)COc1ccc2ccccc2c1Br,4%,-6%,-4%,25%,1%,-1%,-7,-2%,-5%,-7%
CN(c1ccc(C(=O)Nc2ccc3c(c2)OCCO3)cc1)S(C)(=O)=O,?,3%,3%,3%,2%,-8%,6,-1%,4%,-9%
CC(C)S(=O)(=O)c1csc(NC(=O)Nc2cccc([N+](=O)[O-])c2)c1Cl,2%,0%,-2%,-3%,2%,/,1,0%,-7%,6%
COc1ccc(CCNC(=O)C2CCC(CNc3c(N4CCCC4)c(=O)c3=O)CC2)cc1OC (stereo not drawn),1%,3%,-2%,-8%,-4%,4%,-5,-9%,1%,5%
CCOC(=O)N1CCC(NC(=O)C(NC(=O)C2CCC(C)CC2)C(C)CC)CC1 (stereo not drawn),/,/,/,-10%,/,0%,20,1%,/,2%
CC(=O)c1c(C)[nH]c(C(=O)COc2cc(C)cc(C)c2)c1C,0%,2%,-2%,8%,-6%,5%,-27,1%,-1%,5%
CCN1CCN(Cc2ccc(NC(=O)c3ccc(C)c(NC(=O)c4cccc5[nH]ccc45)c3)cc2C(F)(F)F)CC1,-56%&-25%[inhibitor],-6%,-5%,-1%,?,/,-5,-2%,-1%,38%[activator]
COc1ccccc1NC(=O)CCSc1nnnn1C,7%,2%,-3%,4%,-10%,?,-15,0%,1%,11%
Cc1nc2ccccc2c(C)c1CC(=O)N(CC(C)C)c1c(N)n(Cc2ccccc2)c(=O)[nH]c1=O,0%,0%,-1%,/,12%,/,6,1%,11%,/
O=C(COC(=O)C1CCN(S(=O)(=O)c2cc([N+](=O)[O-])ccc2Cl)CC1)Nc1ncc(Cl)cc1Cl,-12%,/,-12%,?,-1%,19%,33,-9%,-1%,-16%
COc1cc(/C=C/C(=O)Nc2ccc3[nH]c(=O)[nH]c3c2)cc(OC)c1OC,6%,/,2%,?,-5%,?,18,6%,80%[activator],8%
CCCCc1nc2cc(C(=O)N(C)CCc3cn[nH]c3)ccc2o1,5%,2%,0%,-7%,1%,-9%,5,-8%,3%,4%
C[C@H](CCC(=O)O)[C@H]1CC[C@H]2[C@@H]3[C@H](O)C[C@@H]4C[C@H](O)CC[C@]4(C)[C@H]3C[C@H](O)[C@]12C,19%,-3%&-2%&2%,-2%&-1%&-4%,-1%,19%&8%,-12%,6&7,-6%&-1%,0%&5%&1%,-30%
Cc1cccc(NC(=O)c2ccc(S(=O)(=O)NCc3cccnc3)cc2)c1,-85%[inhibitor],2%,1%,-2%,-2%,/,1,4%,1%,9%
CN(C(=O)Nc1ccccc1)C1CCS(=O)(=O)C1 (stereo not drawn),-50%,-7%[46.1 µM],0%,1%,-1%,4%,8,-2%,-1%,-3%
Cc1ccc(NC(=S)N(CCCN2CCOCC2)Cc2cccnc2)cc1C,5%,-6%,0%,-5%,1%,6%,-5,2%,0%,4%
O=C1c2cccc3cccc(c23)C(=O)N1OS(=O)(=O)c1ccccc1,-12%,0%,-5%,?,0%,?,-6,-7%,3%,0%
CC(C)CNS(=O)(=O)c1ccc(S(=O)(=O)NC2CCOC(C)(C)C2)cc1 (stereo not drawn),-2%,-5%,-3%,/,/,/,/,/,2%,/
COc1ccccc1N1CCN(S(=O)(=O)c2ccc(-n3cnnn3)cc2)CC1,-36%,-10%,0%,4%,-4%,/,19,1%,2%,5%
CC(=O)c1c(C)oc2ccc(NS(=O)(=O)c3ccc(C)cc3)cc12,-39%,0%,-4%,5%,1%,?,-6,4%,2%,-2%
O=C(CNC(=O)COc1ccccc1)NCc1ccccc1F,4%,4%[46.1 µM],-2%,-10%,12%,?,-5,0%,3%,5%
Cc1ccc(C(=O)Nc2cccc3ccccc23)cc1,-26%,-3%,-2%,5%,17%,5%,-3,-14%,-2%,7%
Cc1c(NC(=O)c2cc3nc(-c4ccc(Cl)cc4)cc(C(F)(F)F)n3n2)c(=O)n(-c2ccccc2)n1C,8%,-2%[46.1 µM],-1%,19%,2%,10%,-8,0%,-3%,-3%
CCNC(=S)N1CCN(S(=O)(=O)c2ccc(Cl)s2)CC1,-3%,4%[46.1 µM],0%,/,-6%,/,-10,/,-1%,/
Cc1cc(S(=O)(=O)N2CCOCC2)ccc1OCC(=O)Nc1cccc(C(F)(F)F)c1,-24%,0%,0%,1%,0%,17%,-1,2%,1%,18%
CCOc1ccc(/C=N/NC(=O)C(=O)N2CCCCCC2)c2ccccc12,5%,1%,-9%,?,2%,7%,-10,-7%,-18%,-6%
N#Cc1ccccc1OCC(=O)Nc1cc(S(=O)(=O)N2CCCCC2)ccc1N1CCOCC1,-8%,9%,-5%,/,/,/,/,/,2%,/
Cc1ccc(CNC(=O)N[C@@H](Cc2ccccc2)C(=O)O)cc1,-17%,2%[46.1 µM],-1%,-5%[11.5 µM],4%,4%,14,/,1%,0%
Cn1c(=O)oc2cc(S(=O)(=O)N3CCCCC3)ccc21,-25%,-11%,-8%,3%,-3%,-14%,8,-3%,3%,5%
CCOC(=O)C1CCN(C(=O)c2cccc(S(=O)(=O)N(C)C3CCCCC3)c2)CC1,1%,14%,2%,/,-2%,/,-1,4%,5%,/
CSc1ccccc1OCc1cc(C(=O)N2CCN(c3ncccn3)CC2)no1,-27%,1%,-3%,11%,4%,/,7,0%,-6%,12%

# This is a subset; rates above refer to the full screens.
